Screening data from PubChem.
IL1B NFkB pot = enhances IL-1B driven NFkB nuclear translocation | HUVEC IL-1B NFkB p65 nuclear translocation imaging | activation, % at 2 µM | hit rate 0.3% among 94,000 | AID 819;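 active = activation above 40%, about the mean plus 3 SD, also judged a hit on visual image review; inconclusive = activation above 40% but not a hit on visual review; inactive = activation not above 40% and no visual hit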;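 also: percent activation is computed from the nuclear over cytoplasmic p65 intensity ratio; values of inactives mirror those of a sister screen read the other way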
MRP resist rev = compounds reversing MRP-mediated drug resistance; H69AR cells + 2 uM doxorubicin, CellTiter-Glo, 72 h; differential viability (reversal), % at 10 µM; hit rate 0.04% among 85,000; AID 602;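 active = viability drop by adding the cancer drug above about 55%, with treated viability meeting a 40% cutoff, limit read from the data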;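 also: viability without doxorubicin minus viability with 2 µM doxorubicin for each compound; larger differential means the compound sensitizes cells more to doxorubicin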
Bcl-B TR3 displacers = displacers of TR3 peptide from Bcl-B, primary screen, selectivity assay for Bfl-1 inhibitor project, biochemical, fluorescence polarization; FP displacement of FITC-TR3 peptide from Bcl-B; higher % means a stronger effect; hit rate 0.11% among 96,000; displacement, % at 20 µM; hits with a dose series show IC50 in µM;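 active = displacement above 50% at 20 µM plus a fluorescence interference ratio under 1.5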;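 also: plate controls were wells without compound for no effect and wells lacking Bcl-B protein for full effect; a part of the inactive calls stands beside numbers as strong as those of hits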
PLAP inhibition = inhibition of human placental alkaline phosphatase – biochemical, luminescence, HTS (AID 690); purified PLAP, luminescent substrate; higher % means a stronger effect; inhibition, % at 20 µM, or IC50 in µM where a hit was titrated; hit rate 0.08% among 96,000; in the data active = a potency from the dose series; inactive = the rest, 99 in 100 with inhibition below about 30%; also: strong numbers were not always called active
NFkB transloc inh = blocks IL-1B driven NFkB nuclear translocation in HUVEC cells; HUVEC IL-1B NFkB p65 nuclear translocation imaging; inhibition, % at 2 µM; hit rate 0.43% among 94,000;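 active = inhibition above about 30% together with a positive call from visual inspection of the well image, limit read from the data; inconclusive = inhibition above a set limit but visual check negative; inactive = inhibition not above a set limit, visual check negative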;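 also: nuclear over cytoplasmic p65 intensity ratio measured by imaging; 0% = IL-1B stimulated DMSO wells and 100% = unstimulated DMSO wells; values of inactives mirror those of a sister screen read the other way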
MRP resist rev cytotoxicity = second read-out of MRP resist rev, no call of its own (marks repeat the call); viability, %; H69AR cells, CellTiter-Glo, 72 h; measured here: cytotoxicity without doxorubicin
MRP resist rev with doxorubicin = second read-out of MRP resist rev, no call of its own (marks repeat the call); viability, %; measured here: viability with 2 uM doxorubicin; hits give low values
NFkB transloc inh cell count 2 µM = also measured in NFkB transloc inh; calls as there; cell count; measured here: cells passing quality filter;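 raw number of nuclei counted in each imaged well without normalization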
IL1B NFkB pot cell count 2 µM = recorded beside IL1B NFkB pot, whose call it bears; cell count; measured here: cells passing quality filter
Starred values were filed as active, the others as inactive; ? = inconclusive; / = no result given. A portion of the library. The share of hits here may be higher or lower than overall.

structure,IL1B NFkB pot,IL1B NFkB pot cell count 2 µM,MRP resist rev,MRP resist rev cytotoxicity,MRP resist rev with doxorubicin,Bcl-B TR3 displacers,PLAP inhibition,NFkB transloc inh,NFkB transloc inh cell count 2 µM
COC(=O)c1ccc(NC(=O)CNC(=O)C2CCCCC2)c(C)c1,11.1,130,6.0,82.2,76.2,-10.2%,-1.3%,-11.1,130
CC1CCCC(C)N1C(=O)c1cc(F)c(F)cc1Cl (stereo unspecified),6.8,132,-8.3,94.8,103.1,-8.3%,6.6%,-6.8,132
CCCCn1c(SCn2nnc3ccccc3c2=O)nc2cc(S(N)(=O)=O)ccc21,-3.3,213,/,/,/,-3.0%,-41.6%,3.3,213
CCCc1cc(=O)[nH]c(SCCOC(=O)c2ccccc2)n1,-3.2,96,9.8,89.2,79.4,5.1%,-62.2%,3.2,96
CCCn1c(N2CCN(C(=O)N3CCCCC3)CC2)nc2ccccc21,9.5,213,-4.7,83.3,88.0,2.9%,-64.1%,-9.5,213
CCOc1cc(N2CCOCC2)c(OCC)cc1NC(=O)CN1CCc2ccccc2C1,?,/,4.0,74.0,70.0,7.4%,-36.6%,-43.0,128
CS(=O)(=O)N1CCc2cc(C(=O)N3CCOCC3)ccc21,-2.3,96,0.5,92.7,92.3,-3.4%,-0.4%,2.3,96
Cc1noc(C)c1C(=O)OCC(=O)NC(=O)NC12CC3CC(CC(C3)C1)C2,-7.1,75,-16.0,89.4,105.4,4.3%,-15.5%,7.1,75
c1ccc2c(c1)ncn2-c1ncnc2sc3c(c12)CCCC3,2.6,167,-3.9,79.9,83.8,-1.6%,0.0%,-2.6,167
CCCOCC1CC2(CC(C)(c3csc(N)n3)OC2=O)C(=O)O1 (stereo unspecified),-0.6,96,7.8,111.8,104.1,/,/,0.6,96
O=C(c1cccs1)N(Cc1ccco1)c1nc(-c2ccc(F)cc2)cs1,-4.7,113,18.9,92.7,73.8,/,/,4.7,113
O=C(c1ccccc1Br)N1CCN(c2ccccc2)CC1,4.4,140,11.2,85.5,74.3,1.7%,14.9%,-4.4,140
CC(C)NC(=O)NS(=O)(=O)c1cnccc1N1CCCCC1,22.0,114,-0.3,111.9,112.2,/,/,-22.0,114
O=c1oc2ccccc2c(N2CCCCC2)c1CN1CCCCC1,-12.0,110,6.2,86.9,80.7,/,/,12.0,110
Cc1ccc(Cn2ccc(=O)c(OCc3c(Cl)cccc3Cl)c2C)cc1,6.5,183,15.6,25.0,9.4,-19.9%,15.2%,-6.5,183
CCCCCC(=O)Nc1ccc2oc(-c3cccnc3)nc2c1,18.3,88,-9.4,96.0,105.4,-2.1%,2.6%,-18.3,88
COC(=O)C1=C(C)NC(=O)NC1C1CC=CCC1 (stereo unspecified),-20.9,173,3.6,92.0,88.4,-1.8%,6.1%,20.9,173
CCOC(=O)c1c(NC(C)=O)sc2c1C1CCN2CC1,6.4,83,-3.9,78.8,82.7,/,/,-6.4,83
CC(C)Oc1ccc(C2CC(=O)NC3=C2C(=O)CCC3)cc1 (stereo unspecified),21.7,152,4.9,85.9,81.0,0.9%,2.3%,-21.7,152
COCCCn1c(=N)c(C(=O)NCC2CCCO2)cc2c(=O)n3ccccc3nc21 (stereo unspecified),-8.7,171,/,/,/,-9.7%,-67.9%,8.7,171
CC(=NCCCn1ccnc1)c1c(O)n(Cc2ccccc2)c(=O)[nH]c1=O,6.3,156,-6.9,87.8,94.7,5.5%,-73.7%,-6.3,156
Cc1noc(NS(=O)(=O)c2ccc(NC(=O)CC34CC5CC(CC(Br)(C5)C3)C4)cc2)c1C,-27.6,167,8.5,95.3,86.8,-18.2%,-6.1%,27.6,167
Cc1cc(=O)[nH]c2c1c(=O)[nH]n2C1CC(C)N(C)CC1C (stereo unspecified),10.6,187,-14.3,73.2,87.6,3.8%,2.1%,-10.6,187
CCCCCNc1nc(N2CCCC2)c2c(c1C#N)CCN(C)C2,2.4,152,0.3,2.1,1.9,2.3%,-25.3%,-2.4,152
O=C(NCCCN1CCCC1=O)Nc1ccc(F)c(Cl)c1,12.6,159,-0.9,89.2,90.1,8.0%,-6.2%,-12.6,159
COC(=O)C(Cc1ccc(O)cc1)NC(=O)c1ccccc1 (stereo unspecified),-2.5,69,6.1,103.4,97.3,-3.4%,5.2%,2.5,69

By substructure, the compounds so far with a halogen (6)
structure,IL1B NFkB pot,IL1B NFkB pot cell count 2 µM,MRP resist rev,MRP resist rev cytotoxicity,MRP resist rev with doxorubicin,Bcl-B TR3 displacers,PLAP inhibition,NFkB transloc inh,NFkB transloc inh cell count 2 µM
CC1CCCC(C)N1C(=O)c1cc(F)c(F)cc1Cl (stereo unspecified),6.8,132,-8.3,94.8,103.1,-8.3%,6.6%,-6.8,132
O=C(c1cccs1)N(Cc1ccco1)c1nc(-c2ccc(F)cc2)cs1,-4.7,113,18.9,92.7,73.8,/,/,4.7,113
O=C(c1ccccc1Br)N1CCN(c2ccccc2)CC1,4.4,140,11.2,85.5,74.3,1.7%,14.9%,-4.4,140
Cc1ccc(Cn2ccc(=O)c(OCc3c(Cl)cccc3Cl)c2C)cc1,6.5,183,15.6,25.0,9.4,-19.9%,15.2%,-6.5,183
Cc1noc(NS(=O)(=O)c2ccc(NC(=O)CC34CC5CC(CC(Br)(C5)C3)C4)cc2)c1C,-27.6,167,8.5,95.3,86.8,-18.2%,-6.1%,27.6,167
O=C(NCCCN1CCCC1=O)Nc1ccc(F)c(Cl)c1,12.6,159,-0.9,89.2,90.1,8.0%,-6.2%,-12.6,159

Of the compounds above, these contain an aryl thioether with sulfur outside any ring:
structure,IL1B NFkB pot,IL1B NFkB pot cell count 2 µM,MRP resist rev,MRP resist rev cytotoxicity,MRP resist rev with doxorubicin,Bcl-B TR3 displacers,PLAP inhibition,NFkB transloc inh,NFkB transloc inh cell count 2 µM
CCCCn1c(SCn2nnc3ccccc3c2=O)nc2cc(S(N)(=O)=O)ccc21,-3.3,213,/,/,/,-3.0%,-41.6%,3.3,213
CCCc1cc(=O)[nH]c(SCCOC(=O)c2ccccc2)n1,-3.2,96,9.8,89.2,79.4,5.1%,-62.2%,3.2,96
